Screening results from PubChem.
mcGAS inh = mouse cGAS inhibition by luminescence | Q8C6L5 | recombinant cGAS, Kinase-Glo ATP depletion luminescence | inhibition, % at 12.5 µM | actives 0.15% (n = 160,000) | AID 1259399;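 also: 0% = negative control wells and 100% = reference inhibitor with no enzyme activity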
NPYLR7 agonist = activates Aedes aegypti NPYLR7 receptor; HEK293T NPYLR7/Galpha15, GCaMP6s calcium fluorescence; activation, % at 10 µM; actives 0.15% (n = 270,000); in the data active = activation above about 40%;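 also: 0% = vehicle and 100% = reference agonist at the receptor; some compounds past the cut are filed as inactive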
hcGAS lum = blocks human cGAS activity | inhibition, % at 12.5 µM | Q8N884 | recombinant h-cGAS, ATP depletion, Kinase-Glo luminescence | actives 0.081% (n = 290,000);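 also: 0% = vehicle reaction and 100% = reaction without DNA for no activity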
Target sequence (Q8N884 whole entry, looked up): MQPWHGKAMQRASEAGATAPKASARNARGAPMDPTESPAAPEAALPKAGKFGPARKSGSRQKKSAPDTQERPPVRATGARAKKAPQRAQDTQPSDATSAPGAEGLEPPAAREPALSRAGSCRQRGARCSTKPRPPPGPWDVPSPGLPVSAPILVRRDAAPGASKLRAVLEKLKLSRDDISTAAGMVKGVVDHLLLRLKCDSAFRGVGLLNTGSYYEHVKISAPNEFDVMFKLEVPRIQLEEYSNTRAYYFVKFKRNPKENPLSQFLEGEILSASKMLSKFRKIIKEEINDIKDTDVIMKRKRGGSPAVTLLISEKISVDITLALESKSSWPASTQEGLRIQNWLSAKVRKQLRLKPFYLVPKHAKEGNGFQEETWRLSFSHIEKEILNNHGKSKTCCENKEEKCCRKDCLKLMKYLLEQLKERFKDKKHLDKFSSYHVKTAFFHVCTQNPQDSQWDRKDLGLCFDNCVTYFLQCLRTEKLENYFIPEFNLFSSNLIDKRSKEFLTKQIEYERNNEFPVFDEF
* hit, by the source's call; / = not tested or not shown; & = joins results of further samples. Rule as the data show it, unless noted: active = inhibition above about 40%; inactive = the rest.

Compound,NPYLR7 agonist,mcGAS inh,hcGAS lum
CCCn1ccc2c(nnc3c(-c4ccc(F)cc4)c(COC)nn32)c1=O,17,/,-7
CCCc1cnc(C)nc1N1CCN(C/C(C)=C/c2ccco2)CC1,17,-9,-6
O=C1c2ccccc2CN1CCC(=O)N1CCCCC1CCc1ccc(O)cc1 (stereo not drawn),1,-12,-8
CCOCCn1c(N2CCN(C)CC2)nc2c1c(=O)[nH]c(=O)n2C,11,/,-6
Cc1cn2c3c(=O)[nH]c(=O)n(C)c3nc2n1C1CCCCC1,7,/,-7
CCOc1ccccc1-c1nccn1CCn1cccn1,4,-17,0
CCCC1COCCN1C(=O)CN1CCN(c2ncccn2)CC1 (stereo not drawn),-7,/,0
COC(=O)c1sc(N2C(=O)C(=O)C(=C(O)c3ccc(F)cc3)C2c2cccs2)nc1C (stereo not drawn),3,-6,-2
Cc1ccc(OCc2cc(C(=O)N(C)CC3Cc4ccccc4O3)no2)cn1 (stereo not drawn),0,/,2
Cc1cc(C)nc(NS(=O)(=O)c2ccc(NC(=O)c3cccc([N+](=O)[O-])c3)cc2)n1,-3,-2,1
COCC(NC(=O)Cc1ccc(-n2cccc2)cc1)C(C)C (stereo not drawn),15,/,-11
COCCCNC(=O)c1nn(-c2ccc(C)cc2)c(=O)n(Cc2ccccc2Cl)c1=O,11,-3,0
CC(=O)NCC1CCCN(Cc2ccc(C(=O)Nc3cnn(C)c3)cc2)C1 (stereo not drawn),28,-18,-5
COc1ccccc1-c1onc(C)c1C(=O)NCc1cccnc1,-5,-1,4
Cc1cc(C(=O)Nc2ccc(OCC3CCOCC3)cc2)n[nH]1,6,/,-3
COc1cccc(Cn2c(=O)c(C(=O)NCc3ccco3)nn(-c3ccc(Cl)cc3)c2=O)c1,9,-5,-5
Cc1cccc(C)c1OC1CN(C(=O)CSc2nnc(N)s2)C1,4,/,-5
Cc1sc2nc(CN3CCCCC3C)[nH]c(=O)c2c1C (stereo not drawn),5,-5,-10
Cc1[nH]c2ccccc2c1CC(=O)N(Cc1ccccn1)CC1CCCO1 (stereo not drawn),/,-9,-7
Nc1ccc(-c2nc(-c3ccccc3)c3cc(N)ccc3n2)cc1,14,-5,-10
COc1ccc(F)cc1C(=O)C1CCCN(C(=O)c2cccc3nccnc23)C1 (stereo not drawn),6,-2,-2
Cc1nc2n(n1)C(=O)C(C(c1ccco1)N1CCc3ccccc3C1)S2 (stereo not drawn),-13,-2,0
Cc1ccsc1C(=O)N1CCCC(C(=O)c2cccc(Cl)c2)C1 (stereo not drawn),-5,/,-1
N#Cc1ccccc1CO[C@]1(C(=O)NCC2CC2)CC(OCc2ccc(C(F)(F)F)cc2)[C@H](O)[C@H](O)C1 (stereo partly drawn),7,-5,-7
CN(C)c1ccc(CNC(=O)CN2CCC(c3nc4ccccc4s3)CC2)cc1,4,/,-7
CCOC(=O)c1c(NC(=O)c2ccc3c(c2)OCO3)sc(C(=O)Nc2ccc(OC)cc2OC)c1C,-4,/,0
O=C(NNC(=O)c1cccn(Cc2cccc(F)c2)c1=O)Nc1ccc(F)cc1,3,/,-16
COc1ccc(C2CC(c3ccccc3O)=NN2)cc1 (stereo not drawn),7,/,-2
Cc1ccc(-n2nc3c([n+]2[O-])CCc2nonc2-3)cc1,-13,/,-6
O=C(c1scc2c1OCCO2)N1CCc2c([nH]c3ccccc23)C1c1ccccn1 (stereo not drawn),6&19,-10,-5&-8

(more compounds)
Compound,NPYLR7 agonist,mcGAS inh,hcGAS lum
Brc1ccc(C2=Nc3ncnn3C(c3cccc4ccccc34)C2)cc1 (stereo not drawn),10,/,-5
CCn1nc(C(C)C)cc1C(=O)N1CCC(O)(CN(C)C)C1 (stereo not drawn),9,/,1
O=C1c2cccc3cccc(c23)N1CO,9,/,-7
CCOC(=O)c1c(NC(=O)c2ccc3c(c2)OCO3)sc(C(=O)Nc2ccccc2OC)c1C,-8,/,-6
Cc1cccc(C(=O)Nc2sc3c(c2C#N)CCC3)c1,-6,-7,-4
c1ccc(-n2nc(C3CC3)nc2C2CCCCn3nnnc32)cc1 (stereo not drawn),0,/,-2
Cc1ccnc(CC(C)N(C)C(=O)c2cccc(=O)[nH]2)c1 (stereo not drawn),6,/,-10
CCCS(=O)(=O)NCCc1csc2nc(-c3ccc(F)cc3)nn12,2,-4,-2
CCOC(=O)C1CCCCN1CC(=O)N1N=C(c2ccc(OC)cc2)CC1c1ccc(Cl)cc1 (stereo not drawn),12,-3,-10
C#CCn1c2ccccc2c2nc3ccccc3nc21,-8,-2,5
Cc1nc(CCNC(=O)NC2CCCCC2)no1,/,-3,0
CC(C)CN1C(=O)c2ccccc2[C@H](C(=O)N2CCC3(CC2)C(=O)NCN3c2ccccc2)[C@@H]1c1ccoc1,-10,/,-6
CCC1(C)NC(=O)N(CC(=O)Nc2nc3ccccc3s2)C1=O (stereo not drawn),0,-8,-4
COCC(C)NCc1cccc(-c2cn[nH]c2)c1 (stereo not drawn),-1,/,-2
COc1ccc(-n2cc(CN(C)CCc3c(C)n[nH]c3C)c(-c3cccc(F)c3)n2)cc1,1,-3,-7
CC1CCCCC1OCCNC(=O)Nc1ccc(CN2CCN(C)CC2)cc1 (stereo not drawn),8,/,-7
CCCOc1ccc2cc(C(=O)O)ccc2c1Cl,-1,/,5
COCc1c(Br)c(C)nc(OCC(=O)N/N=C\c2cc([N+](=O)[O-])c(O)cc2O)c1C#N,7,35,-3
C=C1C2CC[C@@]3(C)[C@H](c4ccoc4)OC(=O)C[C@]13O[C@H]1CC(=O)C(C)(C)C(CC(=O)OC)[C@@]21C (stereo partly drawn),/,-4,-2
CC(C)Cc1ccc(C(C)C(=O)NCCO)cc1 (stereo not drawn),-18,/,1
Cn1cnnc1SCc1cc(=O)c(OC(=O)c2cccc(Br)c2)co1,-4,-7,-6
CCOCCOC(=O)C1=C(C)N(CC)C(=O)NC1c1ccc([N+](=O)[O-])cc1 (stereo not drawn),0,/,-1
CC(Cn1ccc2ccccc21)NC(=O)c1ccc(-n2cnnc2)cc1 (stereo not drawn),-5,-1,-2
Cc1nc(C2CCCN(S(=O)(=O)c3ccccc3Cl)C2)n[nH]1 (stereo not drawn),-4&-7,-3,-6&3
CC(C)N(CC(=O)N(CCc1c[nH]c2ccccc12)Cc1ccc(C(C)(C)C)cc1)C(=O)c1ccc(Cl)cc1,1,-2,-1
CCCNC(=O)CNC(=O)C1CC(c2cc(OC)ccc2Cl)=NO1 (stereo not drawn),29,-3,-9
O=C(CC1C(=O)NCCN1Cc1ccccc1)NCCN1CCCCC1=O (stereo not drawn),5,/,2
COc1ccccc1-n1c(SCc2nc(C(=O)NCCN3CCOCC3)cs2)nnc1-c1ccco1,-11,-4,-10
Oc1oc(-c2ccc(Br)cc2)nc1C=Nc1nc2ccccc2s1,2,3,5
COc1cccc(CSc2nnc(C)n2C2CCCCC2)c1,5,/,-15

Of the compounds above, these contain a furan ring, fused or not.
Compound,NPYLR7 agonist,mcGAS inh,hcGAS lum
CCCc1cnc(C)nc1N1CCN(C/C(C)=C/c2ccco2)CC1,17,-9,-6
COc1cccc(Cn2c(=O)c(C(=O)NCc3ccco3)nn(-c3ccc(Cl)cc3)c2=O)c1,9,-5,-5
Cc1nc2n(n1)C(=O)C(C(c1ccco1)N1CCc3ccccc3C1)S2 (stereo not drawn),-13,-2,0
CC(C)CN1C(=O)c2ccccc2[C@H](C(=O)N2CCC3(CC2)C(=O)NCN3c2ccccc2)[C@@H]1c1ccoc1,-10,/,-6
C=C1C2CC[C@@]3(C)[C@H](c4ccoc4)OC(=O)C[C@]13O[C@H]1CC(=O)C(C)(C)C(CC(=O)OC)[C@@]21C (stereo partly drawn),/,-4,-2
COc1ccccc1-n1c(SCc2nc(C(=O)NCCN3CCOCC3)cs2)nnc1-c1ccco1,-11,-4,-10

(more compounds)
Compound,NPYLR7 agonist,mcGAS inh,hcGAS lum
CN1CCN(NC(=O)CSc2nc3c(c(C(F)(F)F)n2)CCc2ccccc2-3)CC1,3,/,-5
CCCc1cc(N2CCOCC2)n2nc(C)c(-c3ccccc3)c2n1,1,-7,-4
Cc1cc(C(=O)CN2C(=O)C(=O)N(CCC3=CCCCC3)C2=O)c(C)n1Cc1ccco1,3,/,-7
C=CCNC(=O)C(C1CCCC1)N1CCN(C(=O)c2ccccc2Cl)CC1 (stereo not drawn),-10,-4,-4
CC1(C)CC(=O)C=C(Nc2ccc(C(F)(F)F)cc2)C1,6,-7,-7
COc1cccc(CN2CCC(C(=O)NC(c3ccccc3)c3ccc4ccccc4n3)CC2)c1 (stereo not drawn),13,-3,-5
CCOC(=O)c1nn(Cc2ccccc2)c2c1CN(Cc1cccc3ncccc13)CC2,9,-15,-1
C[C@@H]1CN(Cc2nc(Cc3ccccc3Cl)no2)C[C@H](C)O1,3,/,-9
N#CC(C(N)=O)=C1N=C(N)c2ccccc21,-3,/,7
N#CC(C(=O)CCCOc1cccc(Cl)c1Cl)c1ccccn1 (stereo not drawn),20,/,-8
COC(=O)C1=C(C)NC2=C(C(=O)CCC2)C1c1ccc(OC)c(OC)c1 (stereo not drawn),-3,-6,-7
CCCNc1nc(SC)nc2c1cnn2CCNC(=O)c1ccc(OC(C)C)cc1,/,-3,-3
O=S(=O)(c1cccnc1)N1CCN(c2ccc3nnc(-c4ccco4)n3n2)CC1,2,-8,-5
CC(=O)O[C@@H](C)C(=O)N1CCN(C(=O)c2cc(-c3ccccc3)nc3ccccc23)CC1,-8,-2,-8
CCOc1ccc(-n2c(CNC(=O)COc3ccccc3)nnc2SCC(=O)N2CCc3ccccc32)cc1,11,-6,-7
CN1CCCn2nc(C(=O)NCCN3CCC(c4ccccc4)C3)cc2C1 (stereo not drawn),3,/,-3
COc1cccc(Oc2cc(C)nc(SCc3ccc(C(C)(C)C)cc3)n2)c1,20,-6,-6
NC(=O)c1cc(-c2ccccc2)sc1NC(=O)CCl,-8,81*,4
COc1ccc(/C=C2\SC(=S)N(C(C)C(=O)O)C2=O)cc1OC (stereo not drawn),-3,-7,-1
Cc1nn(C(C)C)c(C)c1-c1c(-c2ccccc2)ncn1Cc1cccnc1,0,/,-8
O=C(c1csc(CSc2nnc(Cc3ccccc3)n2-c2cccc(Cl)c2)n1)N1CCN(c2cccc(C(F)(F)F)c2)CC1,16,-4,-6
COCCN(CC(=O)N(CCc1c[nH]c2ccccc12)Cc1ccc(C(F)(F)F)cc1)S(=O)(=O)c1ccc(C(C)(C)C)cc1,15,-4,-2
COCCn1c(C(C)NC(=O)c2ccc(Cl)c(Cl)c2)nc2ccccc2c1=O (stereo not drawn),-10,-4,-4
O=C(NCc1ccco1)Nc1nnc([C@@H]2C[C@H](O)[C@@H](CO)O2)s1,24,-7,-7
CCN1C(=O)N(C2Cc3ccccc3C2)C(=O)C12CCN(C/C=C/c1ccc(OC)cc1)CC2,14,-13,-1
CC(NC(=O)N1CCSC(C)(C)C1)c1cccc(-n2cncn2)c1 (stereo not drawn),-23,/,-6
O=C(CCC1CCN(Cc2cccc(Oc3ccccc3)c2)CC1)N1CCCC1,16,/,-7
CCOC(=O)c1c(C)cc(OC)cc1O,/,-3,-3
CN1C(=O)CC(C(=O)Nc2ccc(C(=O)O)cc2)SC1=Nc1ccc2c(c1)OCO2 (stereo not drawn),1,-4,-2
O=C(NCc1ccc(F)c(Cl)c1)c1ccc(Oc2nccnc2N2CCCCC2)cc1,1,-2,-3

Next section:
Compound,NPYLR7 agonist,mcGAS inh,hcGAS lum
Oc1ccc(-c2cccc(-n3cnnc3)c2)cc1,14,/,-2
O=C(N1CCC1c1ccccc1)n1ccnc1 (stereo not drawn),2,-8,-5
CCc1ccc(-c2nccn2-c2ccc(-n3cncn3)cc2)nc1,1,-27,-3
O=C1NC(=S)N/C1=C/c1ccc(Br)o1,16,1,1
O=C(O)c1ccccc1C1CCN(C(=O)c2ccc(-n3cnnc3)cc2)C1 (stereo not drawn),3,/,-4
CSC1CCC(N(C)C(=O)c2ccc(N3CCC(O)CC3)cc2)C1 (stereo not drawn),-3&5,-4,-5&-2
Cc1ccc(-n2c(SCC(N)=O)nc3c([nH]c4ccccc43)c2=O)cc1,0,-7,-9
NC(=O)C[n+]1ccc(SCC(=O)O)cc1,5,/,-2
N#CCSc1nnnn1-c1ccc(O)cc1,2,/,-2
CC(=O)Nc1nc(Cn2ccc(=O)c3sccc32)cs1,-2,/,-5
CSCC(=O)NCC(c1ccc(F)cc1)N(C)C(=O)CSC (stereo not drawn),-2,/,-2
Brc1cc2[nH]cnc2c2ccccc12,12,/,7
COCc1cc(C)nc(OCC(=O)N/N=C\c2ccc(OCc3ccc([N+](=O)[O-])cc3)cc2)c1C#N,-8,-5,-6
O[C@@H]1CN(Cc2ccc3nonc3c2)CC[C@H]1c1ccc2c(c1)OCO2,2,-1,-1
Cc1cc(C)cc(NC(=O)CSc2ccc(-c3sc(-c4cccnc4)nc3C)nn2)c1,3,/,-6
COc1ccc(S(=O)(=O)NCCCN(C)C)cc1OC,-1,/,-8
O=C(c1cccc2c1OCCO2)N1CCN(C2c3ccccc3CCc3ccccc32)CC1,17,-6,-3
O=C(C1CCCN(S(=O)(=O)c2ccccc2[N+](=O)[O-])C1)N1CCCC1 (stereo not drawn),-7,-5,-5
